From PubChem BioAssay
GALK inhibitor = blocks human galactokinase activity; 0.007% of 270,000 active; AID 1868; Purified GALK, Kinase-Glo residual ATP luminescence; P51570; Potency, µM (highest dose often 57.5 µM), for the others: at the top dose activity change, negative = inhibition, most hits filed as inhibitors; note: potency is the fitted concentration of half-maximal effect; % is set by controls: 0 for no effect and ±100 for the full control effect
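5 nM enzyme, 35 uM ATP, 100 uM galactose, 20 mM HEPES pH8.0, 5 mM MgCl2; 1 h RT; residual ATP by Kinase-Glo Plus luminescence, qHTS format.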
TSHR antag = antagonists of human thyroid stimulating hormone receptor. TSHR-expressing cells, TSH-stimulated cAMP HTRF, 2 h; active compounds read low. 0.2% of 330,000 active. AID 504810. activity change, negative = inhibition, % at 11.5 µM;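 active = activity change below a set negative limit, meaning inhibition stronger than a set level, cut at about -70% in these data; inconclusive = activity change between two set negative limits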; note: % is set by controls: 0 for no effect and ±100 for the full control effect
Target sequence (P16473 whole entry, looked up): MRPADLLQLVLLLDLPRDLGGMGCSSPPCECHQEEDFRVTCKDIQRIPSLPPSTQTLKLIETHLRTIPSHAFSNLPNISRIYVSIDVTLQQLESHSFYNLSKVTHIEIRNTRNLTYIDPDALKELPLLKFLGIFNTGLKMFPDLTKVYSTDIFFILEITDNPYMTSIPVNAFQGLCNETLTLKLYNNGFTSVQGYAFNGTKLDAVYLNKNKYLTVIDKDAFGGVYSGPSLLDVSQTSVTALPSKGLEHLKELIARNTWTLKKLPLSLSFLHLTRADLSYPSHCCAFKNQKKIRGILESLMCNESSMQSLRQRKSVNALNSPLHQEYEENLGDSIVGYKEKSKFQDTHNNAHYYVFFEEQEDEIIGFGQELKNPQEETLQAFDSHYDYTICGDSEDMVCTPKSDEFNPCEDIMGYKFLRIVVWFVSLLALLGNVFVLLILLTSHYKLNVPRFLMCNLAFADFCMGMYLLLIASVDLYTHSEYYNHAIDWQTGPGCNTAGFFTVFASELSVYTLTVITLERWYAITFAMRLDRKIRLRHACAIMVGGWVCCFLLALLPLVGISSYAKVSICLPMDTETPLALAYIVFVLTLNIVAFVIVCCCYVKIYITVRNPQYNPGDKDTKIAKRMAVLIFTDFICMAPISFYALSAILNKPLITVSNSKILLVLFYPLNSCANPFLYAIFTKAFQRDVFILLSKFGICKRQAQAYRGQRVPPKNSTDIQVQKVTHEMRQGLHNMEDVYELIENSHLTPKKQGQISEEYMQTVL
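Competitive HTRF cAMP read-out (cryptate anti-cAMP antibody, cAMP-d2; 30 min, room temperature) in freshly harvested TSHR cells. Compounds added before TSH at EC80 (4nM final), followed by 2 hours' incubation at 37 deg C.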
Coupling enz = coupling enzyme interference in Giardia aldolase counter-screen. coupling enzyme system counterscreen, AmpLite Red fluorescence. activity change, negative = inhibition, % at 58.2 µM, hits read low. 0.67% of 290,000 active. AID 2472; in the data active = activity change below about -30%; note: % is set by controls: 0 for no effect and ±100 for the full control effect
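Compounds tested against the coupling enzymes alone at 57.5 uM final; readout was AmpLite Red fluorescence (525/598 nm) after 20 min at RT.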
hERG WT inh = inhibitors of human wildtype KCNH2 potassium channel | Q12809 | U2OS, BacMam KCNH2, thallium flux FluxOr; active compounds read low | activity change, % at 1.84 µM | 0.37% of 340,000 active;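 active = maximum activity change below -70%; inconclusive = maximum activity change between -70% and -50%; inactive = maximum activity change above -50%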; note: % is set by controls: 0 for no effect and ±100 for the full control effect
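U2OS cells were transduced with wild-type KCNH2 virus (2.03 x 10^8 / mL) for 4 h at room temperature, then cultured overnight at 37 C. Thallium flux was read with FluxOr dye. Rate constants were normalized to DMSO controls.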
AT treatment = potential ataxia-telangiectasia treatment; […] A-T fibroblasts, KAP-1 phosphorylation AlphaLISA; neocarzinostatin DNA damage 30 min before lysis; AID 485349; Potency, µM (series often up to 57.5 µM), inactives show at the highest dose activation, usual class: activators; 0.19% of 320,000 active; note: potency is the fitted concentration of half-maximal effect; % of control where 0% means no effect; nearly all actives have a fitted effect of over 45% in size
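hTERT-immortalized A-T patient fibroblasts ([…]), 500 cells/well in OPTI-MEM, 1% FBS, got compounds for 60 min, then NCS for 30 min at 37C. Lysates were then assayed for phospho-KAP-1 by AlphaLISA (anti-pKAP1 donor, anti-KAP1 acceptor beads), 6 hr at 25C.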
Tb PFK inh = inhibitors of T. brucei phosphofructokinase. O15648. T. brucei PFK, ADP-Glo luminescence. Potency, µM (top dose mostly 57.5 µM), for inactives: at the highest dose activity, negative = inhibition, usual class: inhibitors. 0.17% of 330,000 active. AID 485367;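 note: potency is the fitted concentration of half-maximal effect; 0% = uninhibited 1x PFK enzyme wells and -100% = no-enzyme wells; nearly all actives have a fitted effect of over 60% in size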
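In TEA buffer at pH 8.0 with 5 mM MgCl2, enzyme (1.25 nM) converted F6P (0.5 mM) and ATP (0.1 mM) for 45 min at room temperature. ADP product was read by luciferase luminescence.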
TCR act = T cell receptor activation; primary human leukocytes, anti-CD3, IL-2 HTRF, 48 h; Potency, µM (highest dose often 9.22 µM), for inactives: at the highest dose activation of IL-2 secretion, most hits filed as activators; 330,000 tested, under 10 active; note: % of control where 0% means no effect
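Primary human leukocytes incubated 48 hr with anti-CD3 beads plus compound, without co-stimulation. Secreted IL-2 measured by HTRF (europium cryptate/d2 anti-IL-2 pair, 320 nm excitation, 665 nm emission).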
Chronic BCR inh = inhibitors of chronic active B-cell receptor signaling | ABC-DLBCL IkBa-CBG/CBR reporter, luminescence ratio, 4 h | Potency, µM (titrated, usually from 46.1 µM), inactives show at the top dose ratio change, negative = lower green/red ratio, most hits filed as inhibitors | 0.05% of 340,000 active | AID 493014; active = well fitted inhibition curve with a large enough effect in the signal ratio, with a control signal flat, not every such curve was filed as active; inconclusive = small, poorly fitted or top-dose-only effect, or effect the other way, or a change in a side signal; the % refers to the signal ratio;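 note: potency is the fitted concentration of half-maximal effect; plate controls were basal doxycycline-induced cells for no effect and cells given 10 µM MG132 for full effect; MG132 reads +100%, hits lower the ratio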
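Cell line TMD8 (human ABC DLBCL), stably expressing tet-inducible CBG68-IkBa fusion and CBR; IMDM/0.5% FBS; cpd up to 46 uM; dox induction, 4 h, 37C/5% CO2; dual luminescence; green/red ratio; MG132 control.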
Giardia killer = kills Giardia lamblia; Giardia lamblia trophozoite viability; 0.15% of 340,000 active; activity change, % at 7.66 µM, hits read low; in the data active = activity change below about -80%; inconclusive = between about -30% and that limit;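 note: parasites exposed to compound for two days anaerobically before the ATP read; % is set by controls: 0 for no effect and ±100 for the full control effect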
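ATP-content bioluminescence gauges trophozoite survival. Cells (100/well) receive compound and incubate anaerobically for 48 hrs at 37 deg C; detection reagent follows for 15-30 min at room temperature.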
MLL CXXC-DNA inh = blocks binding of human MLL CXXC domain to DNA | Potency, µM (highest dose often 115 µM), inactives show top-dose activity change, negative = inhibition, actives largely listed as inhibitors | MLL-CXXC / FITC-HOXA9 DNA fluorescence polarization | Q03164 | 0.037% of 290,000 active; active = well fitted inhibition curve with a large enough effect in the polarisation, with a control signal flat, not every such curve was filed as active; inconclusive = small, poorly fitted or top-dose-only effect, or effect the other way, or a change in a side signal; inactive = no such curve, though single readings can be large or run the other way; the % refers to the polarisation; note: potency is the fitted concentration of half-maximal effect
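Steps: dispense CXXC domain solution (7 uM) → pin compounds or unlabeled HOX-A9 DNA control → 5 min ambient → add FLSN-HOX-A9 solution (50 nM) → spin → 30 min ambient → fluorescence polarization. Tris pH 7.5/NaCl/DTT/BSA buffer.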
* = called active by the depositor; ? = inconclusive; / = no result given; [ ] = remark or other dose. Unless noted, calls come from the whole dose curve; as a rule, active = well fitted curve in the direction sought with a large enough effect; inconclusive = small, poorly fitted or top-dose-only effect, or another doubt; inactive = no such curve, though single readings can be large; an effect the other way counts as inactive or inconclusive.

SMILES	GALK inhibitor	TSHR antag	Coupling enz	hERG WT inh	AT treatment	Tb PFK inh	TCR act	Chronic BCR inh	Giardia killer	MLL CXXC-DNA inh
O=C(CSc1ncn[nH]1)N1CCN(c2nnc(-c3ccccc3)c3ccccc23)CC1	-2%	-14	-3	0	4%	-5%	2%	-2%	11	6%
O=c1c2cc(N3CCOCC3)ccc2[nH]c(=S)n1CCCN1CCCCC1	0%	-4	-38*	-12	-15%	0%	-1%	?	1	1%
O=C(NCc1ccc(F)cc1)c1cc2sccc2n1Cc1ccc(F)cc1	-3%	6	-1	/	-5%	1%	-10%[46.1 µM]	?	/	-3%
COc1ccccc1NC(=O)c1sc2nc(N3CCOCC3)c3c(c2c1N)CCCC3	7%	-4	/	2	-5%	0%	-4%	?	5	4%
Cc1ccc2nc(-c3ccccn3)cc(C(=O)NC3CCN(C)CC3)c2c1	1%	-1	-2	/	7%	-9%	/	?	/	1%
Cc1nn(C)c(NC(=O)c2ccc([N+](=O)[O-])cc2)c1Cl	0%	-6	1	2	15%	0%	-10%	-5%	7	-9%
Cc1ccnc2nc(C(=O)OCC(=O)NC3CCCC(C)C3C)nn12 (stereo not given)	/	-15	/	-2	-11%	2%	-1%	8%	65[activator]	/
Cc1nc2ccc(S(=O)(=O)N(C)CC(=O)NC(C)c3ccccc3)cc2s1 (stereo not given)	-6%	19	/	-8	-7%	0%	-2%	1%	-1	9%
O=C(CN(Cc1ccccc1)C(=O)c1cccc([N+](=O)[O-])c1)Nc1c(Cl)cc(Cl)cc1Cl	1%	-5	-2	7	3%	2%	-1%[46.1 µM]	0%	2	-22%
O=C(Nc1ccccc1)c1n[nH]c(Cn2cncn2)n1	-4%	1	5	11	0%	-8%	-2%	-3%	5	-8%
COC(=O)C1=C(C)N(CCCC(=O)O)C(=O)NC1c1cc2c(cc1[N+](=O)[O-])OCO2 (stereo not given)	/	8	-9	-4	-12%	-12%	-1%	-1%	-8	17%
Cc1cccc(/C=C2/Sc3ccc(C(=O)NCCN4CCCC4)cc3NC2=O)c1	10%	1	1	16	-5%	4%	-1%	14%	10	?
Cc1c(OCC(=O)N(C)C)ccc2c(-c3ccccc3)cc(=O)oc12	/	-4	0	-11	-14%	1%	-1%	?	14	-5%
CCc1ccc(C2NC(C(=O)O)CS2)cc1 (stereo not given)	0%	14	-3	/	5%	-3%	/	2%	/	-4%
CCOC(=O)c1cc(C(=O)n2cc(Cl)cn2)nn1C	0%	8	3	-4	2%	2%	1%[46.1 µM]	2%	7	-5%
CCCNC(=O)CCn1nc(-c2ccc(C)cc2)c2ccccc2c1=O	-3%	10	2	9	14%	16%	-2%	?	0	-7%
CCc1ccc(NS(=O)(=O)c2cc3c4c(c2)CCN4C(=O)CC3)cc1	/	2	/	6	-10%	18%	6%	-1%	-15	/
CC(=O)/C(=C/c1ccccc1)C(=O)Nc1ccccc1C	-5%	-3	-1	-8	14%	-7%	0%	-1%	-5	0%
Clc1ccc2nc(CSc3nnc4ccccn34)cn2c1	-3%	2	4	1	7%	3%	-5%	0%	-5	11%
Cc1cc(O)ccc1N/C=C1\CCCC1=O	3%	9	-44*	-2	-1%	-7%	5%[46.1 µM]	?	6	-6%
Cc1nn(C)c(C)c1/C=C(\C#N)C(N)=O	2%	1	1	-2	3%	2%	1%[46.1 µM]	2%	-18	-2%
C#CCOC(=O)c1csc2nnsc12	-1%	-1	-2	1	11%	-1%	6%[46.1 µM]	5%	21	-6%
C/C(CC(=O)Nc1c(C)cc(C)cc1C)=N\NC(=O)Cc1ccccc1	0%	0	1	1	6%	2%	-4%	-1%	7	4%
COC(=O)[C@H](C)NC(=O)NCc1ccc(F)cc1	0%	14	0	12	1%	6%	-2%	5%	5	-2%
Cc1ccc(CC2(O)CC(C)N(C)CC2C)c(C)c1 (stereo not given)	-2%	0	-2	-2	0%	1%	-7%	-5%	2	-2%
New compounds follow
SMILES	GALK inhibitor	TSHR antag	Coupling enz	hERG WT inh	AT treatment	Tb PFK inh	TCR act	Chronic BCR inh	Giardia killer	MLL CXXC-DNA inh
CCCNS(=O)(=O)c1ccc(NC(=O)c2ccccn2)cc1	8%	-5	3	-1	15%	-4%	0%	0%	-11	4%
CCC1CCCCN1C(=S)NC(=O)c1ccc([N+](=O)[O-])cc1 (stereo not given)	/	10	-1	-4	-6%	-1%	-5%[46.1 µM]	0%	3	-6%
CC(C)Nc1nc(NC2CCCC2)nc(N2CCOCC2)n1	/	-11	/	-4	9%	-5%	3%	0%	-2	/
CCOc1ccc(S(=O)(=O)NCCC(=O)Nc2ncccc2C)cc1	-3%	15	3	-1	-9%	0%	-3%	0%	-1	-3%
CCCCOc1ccc(C2CC(=O)N(C)C2=O)cc1 (stereo not given)	3%	13	2	-5	9%	4%	0%[46.1 µM]	-2%	32[activator]	-6%
Cc1ccc(C)c(NC(=O)CSc2nc3ccccc3nc2N2CCOCC2)c1	/	0	0	4	11%	1%	-2%	0%	8	/
Cc1cc(C)cc(OCC(=O)OC(C)C(=O)Nc2c(C)n(C)n(-c3ccccc3)c2=O)c1 (stereo not given)	/	6	/	4	-8%	0%	-3%	-2%	7	/
C/C(=N\NC(=O)c1cccs1)c1cccnc1	0%	-3	0	1	1%	-5%	6%	?	5	-1%
O=C(c1cc(-c2ccc(F)cc2)nc2ccccc12)N1CCC1	/	-4	/	3	11%	6%	4%	-3%	0	/
O=C(COC(=O)CCSc1ccccc1)Nc1ccc(F)cc1Cl	1%	3	2	1	3%	0%	-3%[46.1 µM]	3%	-17	1%
O=C(NC(=S)N1CCOCC1)c1cn(-c2ccccc2)nc1-c1ccc(F)cc1	/	-4	/	9	0%	-9%	0%	-3%	-6	/
COCC1CCN(Cc2cn(-c3ccccc3F)nc2-c2cc(C)sc2C)CC1	5%	-1	3	0	-6%	0%	3%	0%	-7	3%
COC(=O)c1ccccc1NS(=O)(=O)c1ccc(F)cc1	-3%	-3	-16	0	16%	-1%	0%[46.1 µM]	6%	1	1%
Cc1c(N=Cc2cccs2)c(=O)n(-c2ccccc2)n1C	2%	2	1	-18	5%	7%	/	-6%	2	4%
O=C(Nc1ccc(-c2noc(COc3ccccc3Cl)n2)cc1)c1ccco1	0%	-20	12	8	-2%	-6%	-1%[46.1 µM]	?	-10	10%
COc1ccccc1/C=N/OCc1cc(C(C)=O)ccc1OC	-2%	-10	-1	-6	10%	-6%	-2%	?	6	-3%
COC(=O)C(C)Sc1nnc(Cc2cc(=O)[nH]c(=O)[nH]2)n1-c1cc(C)ccc1C (stereo not given)	0%	-1	4	-15	16%	-3%	-5%	-3%	8	8%
COC(Cc1nnc(SC)n1-c1ccc(Cl)cc1)OC	-2%	0	1	12	2%	-3%	6%	1%	9	-8%
COc1cccc(CC(NC(C)=O)C(=O)NC2CCN(C(=O)C3CCCCC3)CC2)c1OC (stereo not given)	0%	-9	1	9	9%	0%	-9%	0%	-19	10%
Cc1cccc(N(CC(=O)NC(C)(C)C)C(=O)CCC(=O)Nc2nccs2)c1	0%	-15	1	18	1%	0%	3%	4%	-13	-6%
O=C(NCC1CCCO1)c1ccc2c(=O)n(CC3CCCO3)c(SCC(=O)N3CCCC3)nc2c1 (stereo not given)	-1%	0	4	-8	-2%	-6%	5%	-3%	10	0%
Cc1ccc2nc(NCc3ccccc3)c(C=NCc3cccnc3)c(=O)n2c1	0%	2	4	-8	4%	4%	-1%	?	14	0%
OC(CNc1nc2ccccc2s1)c1ccccc1 (stereo not given)	-1%	-1	5	7	1%	-3%	-4%	?	-22	-3%
NC(=O)COC(=O)c1oc2ccccc2c1CSc1ccc(Cl)cc1	/	-7	-2	-7	8%	0%	-9%[46.1 µM]	7%	-10	-3%
COc1ccc2oc(=O)c(/C(C)=N/NC(=O)c3ccncc3)cc2c1	0%	-2	-2	1	-2%	2%	-2%[46.1 µM]	?	2	16%
COc1cc(C(=O)NCC(c2cccs2)N2CCOCC2)cc(OC)c1OC (stereo not given)	/	15	/	-4	8%	-1%	1%	-6%	7	/
CC1CCCC(NC(=O)COC(=O)c2ccc3ccccc3n2)C1C (stereo not given)	0%	17	4	13	-2%	2%	0%	6%	-14	3%
CCC(=NCCc1c(C)[nH]c2ccc(C)cc12)C1=C(O)CC(c2ccccc2)CC1=O (stereo not given)	0%	3	-2	5	-9%	-1%	-8%	?	13	9%
COC(=O)c1ccc(COC(=O)Cc2n[nH]c(=O)c3ccccc23)cc1	4%	-9	5	1	5%	-3%	0%	-27%	7	6%
COc1ccc(S(=O)(=O)NCC2CCC(C(=O)NCCC(C)C)CC2)cc1 (stereo not given)	/	0	1	7	6%	1%	-2%	4%	-7	6%
